GALR2 antag: blocks the human galanin receptor 2 | O43603 | GALR2-expressing cells, antagonist mode | inhibition, % at 4 µM | actives 0.39% (n = 140,000) | AID 828; in the data active = inhibition above about 27%;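 also: cells stimulated with galanin 1-16 at roughly its EC80; 0% = agonist challenge control and 100% = basal control without agonist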
Target sequence (O43603 whole entry, looked up): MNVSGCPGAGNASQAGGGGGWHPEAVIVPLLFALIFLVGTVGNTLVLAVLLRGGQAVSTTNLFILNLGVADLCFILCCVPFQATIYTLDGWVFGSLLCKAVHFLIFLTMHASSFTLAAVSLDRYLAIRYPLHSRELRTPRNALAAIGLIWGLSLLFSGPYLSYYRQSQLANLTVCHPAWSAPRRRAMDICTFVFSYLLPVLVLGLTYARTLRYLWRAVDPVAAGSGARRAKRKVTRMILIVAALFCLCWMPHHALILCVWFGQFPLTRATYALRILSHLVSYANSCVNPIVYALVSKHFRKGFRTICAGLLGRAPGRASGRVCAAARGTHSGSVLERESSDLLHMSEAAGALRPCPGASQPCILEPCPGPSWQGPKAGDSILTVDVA
BB579 growth dn: chemicals that inhibit yeast BB579 growth in restrictive medium (lifespan-shortening candidates); inhibition, % at 10 µM; AID 804; actives 0.51% (n = 140,000); S. cerevisiae BB579 growth, OD615, 48 h;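 active = inhibition above a set limit, 3 SD over the mean compound inhibition, cut at about 44% in these data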; also: inactives centre near -24
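Material: Saccharomyces cerevisiae DeaD strain BB579, replicative lifespan model yeast; buffer or medium: CSMM-D restrictive synthetic medium containing dextrose (glucose); compound: 10 µM single dose, DMSO 0.25%; timing: 48 h compound exposure at 30 °C after 4 h preincubation; signal: turbidity as optical density at 615 nm; benchmarks: positive control amphotericin B 10 µg/mL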
bCat KO growth: beta-catenin-lacking colon tumor cell growth suppression; viability, % at 10 µM; HCT116 beta-catenin knockout viability, CellTiter-Glo, 60 h; active compounds read low; AID 818; actives 1.5% (n = 140,000);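 active = viability at or under a set limit, the compound median less 4 SD, cut at about 6% in these data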;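 also: 0% = Hyamine 1622 control at 20 µM and 100% = untreated cell control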
MRP-1 activ: activators of MRP-1. H69AR cells + doxorubicin, viability rescue, CellTiter-Glo. viability increase, % at 10 µM. actives 0.61% (n = 140,000). AID 799;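 active = viability gain under doxorubicin at or above a set limit, the compound median plus 3 SD, cut at about 4.7% in these data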;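 also: MRP-1 overexpressing cells given doxorubicin 25 µM after compound pretreatment; 18-22 h compound pretreatment then 72 h with doxorubicin before readout; 0% = doxorubicin-only wells and 100% = vehicle-treated cells without doxorubicin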
Phagocyt inh: macrophage phagocytosis inhibition; inhibition, % at 5 µM; actives 0.07% (n = 110,000); AID 1029; J774A.1 macrophage IgG-bead phagocytosis, imaging;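 active = inhibition above the mean of the plate negative controls plus 5 SD, cut at about 13% in these data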;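 also: phagocytic index as fraction of beads internalized from green versus red external bead signal; plate controls were DMSO negative control for no effect and cytochalasin-D positive control for full effect; some results beyond the cut were filed as inactive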
NPY Y2 blocker: antagonists of human neuropeptide Y receptor Y2. NPY-Y2 expressing cells, antagonist mode. inhibition, % at 2.7 µM. actives 0.99% (n = 140,000). P49146. AID 793; in the data active = inhibition above about 17%;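 also: 0% = vehicle with agonist challenge and 100% = reference antagonist with challenge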
Target sequence (P49146 whole entry, looked up): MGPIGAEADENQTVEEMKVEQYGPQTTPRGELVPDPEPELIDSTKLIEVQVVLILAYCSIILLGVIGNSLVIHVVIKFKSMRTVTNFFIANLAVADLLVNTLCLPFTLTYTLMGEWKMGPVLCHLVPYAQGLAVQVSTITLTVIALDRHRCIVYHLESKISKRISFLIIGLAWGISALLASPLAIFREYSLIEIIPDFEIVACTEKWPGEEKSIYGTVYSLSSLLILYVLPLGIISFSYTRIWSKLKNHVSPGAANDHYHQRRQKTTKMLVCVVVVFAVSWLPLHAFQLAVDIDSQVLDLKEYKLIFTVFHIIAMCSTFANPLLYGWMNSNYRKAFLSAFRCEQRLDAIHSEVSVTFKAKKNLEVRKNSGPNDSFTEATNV
Yeast lifespan up: extends the lifespan of yeast. S. cerevisiae growth with nicotinamide, OD615; deaD strain in restrictive glucose medium. inhibition of the nicotinamide effect, % at 10 µM. actives 0.68% (n = 130,000). AID 775;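 active = inhibition above a set limit, placed 3 SD over the median of all compounds, cut at about 26% in these data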;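 also: 0% = nicotinamide-treated wells and 100% = cells grown without nicotinamide; some compounds called inactive have numbers as strong as hits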
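Buffer or medium: CSMM-D glucose medium, restrictive; test system: modified budding yeast, DeaD strain; compound: single dose 10 µM compound, 0.25% DMSO; schedule: culture preincubation 4 h, compound exposure 48 h, both 30 °C; detection: optical density (absorbance) at 615 nm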
Measles CPE: protection of cells from measles virus; AID 841; Measles virus-infected cells, CPE protection, absorbance; actives 1.5% (n = 140,000); protection (pct of control), % at 4 µM; in the data active = protection mostly above about 24%, no sharp cut-off; inactive = mostly below about 26%; also: some compounds called inactive have numbers as strong as hits
E-sel TNF inh: TNF alpha driven E-selectin expression inhibition | HUVEC TNFa-induced E-selectin immunofluorescence, high content | inhibition, % at 2 µM | actives 0.71% (n = 120,000);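 active = inhibition above the batch mean plus 3 SD, and confirmed as a hit on visual image review, cut at about 43% in these data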;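 also: 0% = TNF-stimulated DMSO wells and 100% = unstimulated control wells; not every result past the cut was called active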
PTEN del growth: growth suppressors of cells with PTEN tumor suppressor deletion | HCT116 PTEN-null viability, CellTiter-Glo, 60 h; active compounds read low | viability, % at 10 µM | actives 1.2% (n = 140,000);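 active = viability at or below a set limit, 4 SD under the median of all tested compounds, cut at about 3.7% in these data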;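 also: PTEN knockout HCT116 line with beta catenin targeted HCT116 as companion control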
An asterisk follows results filed as active; x = not tested or not shown.

Value order: GALR2 antag, BB579 growth dn, bCat KO growth, MRP-1 activ, Phagocyt inh, NPY Y2 blocker, Yeast lifespan up, Measles CPE, E-sel TNF inh, PTEN del growth
> CSc1ccccc1NC(=O)CN(C)S(=O)(=O)c1ccc(F)cc1
  5, -10, 94, -1.8, 0, 0, -4, 30, 28, 96
> COc1cc(/C=C/C(=O)O)cc(S(=O)(=O)N(C)CCO)c1OC
  -1, 9, 74, -2.7, -2, 3, -8, 5, -39, 92
> Cc1cccc(NC(=O)c2ccccc2C(=O)O)c1
  -2, -3, 97, -2.9, -1, -1, -17, 23, -3, 86
> COc1ccccc1N1CCN(S(=O)(=O)c2cccc(F)c2)CC1
  19, 12, 95, 0.9, 3, 1, -3, 5, -4, 94
> CC(C)(C)c1ccc(OCC(=O)N2CCN(C=O)CC2)cc1
  -4, -31, 110, -1.6, -1, 1, -7, 27, 0, 108
> CCOC(=O)C1=C(C)NC2=C(C(=O)CCC2)C1c1ccc(N(C)C)cc1 (stereo not given)
  -11, -33, 102, -0.5, -1, -3, -7, 13, -18, 100
> Nc1nc2n(n1)C(c1cccs1)CC(c1ccc(Br)cc1)N2 (stereo not given)
  4, -17, 95, 5.8*, 0, 3, -8, 5, x, 92
> CCC(C)c1ccc(NC(=O)COC(=O)C2=COCCO2)cc1 (stereo not given)
  0, -69, 98, 0.8, 0, -3, -1, 16, 10, 97
> CCn1nc(C(=O)Nc2cccc3ccccc23)c(Cl)c1Cl
  7, -31, 94, -3.8, -1, 18*, -28, 21, -2, 77
> O=C(CSc1ncn[nH]1)NCCc1ccccc1
  -11, 1, 87, -1.9, 1, 0, -6, 6, -6, 84
> O=C(CNS(=O)(=O)c1ccccc1)OCC(=O)c1ccc([N+](=O)[O-])cc1
  13, -41, 100, -2.5, -11, 0, 4, 10, 14, 95
> CCn1c(SCC(=O)c2ccc(OC)cc2)nnc1C1CC1
  1, 0, 79, -1.4, x, 0, -3, 29, -5, 83
> CCn1c(CSc2nc(C)cc(C)n2)nnc1SCC(=O)N1CCCc2ccccc21
  1, -39, 114, -0.6, 0, 3, 1, 18, 1, 99
> Cc1nnc(SCC(=O)Nc2cc(C(C)(C)C)nn2-c2ccccc2)s1
  -6, 3, 95, -3.5, -4, 0, 5, 5, 0, 96
> COc1ccc(NC(=O)CCNC(=O)Cn2ccc3ccccc3c2=O)c(OC)c1
  2, 4, 67, -0.4, 1, 1, -6, 6, -24, 98
> Cn1c(=O)c2c(nc(-c3ccccc3)n2C)n(Cc2ccccc2)c1=O
  -7, -7, 99, -1.7, -2, 1, -7, 9, 0, 98
> CC(=O)N1CCN(CC(=O)Nc2ccc3c(c2)CCC3)CC1
  -1, -15, 87, -1.4, -2, -1, 1, 8, -9, 90
> Cc1cc(NC(=O)COC(=O)c2oc3c(ccc4ccccc43)c2C)no1
  2, -53, 48, -2.1, 0, 8, 2, 5, 24, 65
> CCOC(=O)c1sc(C)c2c(=O)n(CCCN3CCOCC3)cnc12
  5, -4, 93, -0.9, -2, 1, 1, 18, -24, 97
> Cc1ccc(C(=O)N/C(=C\c2ccco2)C(=O)NCCCn2ccnc2)cc1
  5, 15, 92, -2.3, -9, -3, 12, 25, x, 100
> O=[N+]([O-])c1ccccc1CSc1nc2ccccc2o1
  -6, -59, 93, -1.2, 0, 6, -4, 23, -18, 86
> Cc1ccccc1N1CCN(CCCCN2C(=O)C3CCCN3C2=O)CC1 (stereo not given)
  -1, -56, 95, -0.8, 1, 3, 7, 6, x, 91
> CCn1cc(C(=O)N2CC=C(c3ccccc3)CC2)c(=O)c2ccc(C)nc21
  3, -21, 77, -2.2, x, 11, -8, 32, -16, 87
> COc1cccc(-c2nn(C)c3sc(C(=O)N4CCOCC4)cc23)c1
  -7, 0, 82, -4.1, 1, 0, -12, 9, x, 79
> Cc1ccc(S(=O)(=O)N(CCCO)Cc2cc3c(C)ccc(C)c3[nH]c2=O)cc1
  -9, -15, 90, -3.3, -2, 2, -10, 16, 8, 95
> O=C(Nc1ccccc1-c1ccccc1)C(c1ccccc1)c1ccccc1
  8, -8, 83, -1.4, -5, 13, 11, 3, x, 80
> c1ccc(-c2cc(CSc3nc4ccccc4[nH]3)on2)cc1
  22, -31, 74, 1.1, -2, 3, -10, 5, 6, 85
> CCOc1ccc(N2C(=O)CN=C2Nc2ccccc2F)cc1
  0, -44, 95, 0.0, 3, 0, -2, 22, -8, 101
> Cc1ccc(Oc2nnc(-c3cccs3)c3ccccc23)cc1C
  9, -27, 57, 3.1, -1, 0, 2, 2, x, 59
> Cc1ccccc1-n1c(C)cc(/C=N/NC(=O)c2ccc(CN3CCOCC3)cc2)c1C
  -10, -21, 71, -0.5, -1, 4, -2, 10, -18, 69

Individual results from the entries so far:
O=[N+]([O-])c1ccccc1CSc1nc2ccccc2o1 in E-sel TNF inh is entered as -18
CCOc1ccc(N2C(=O)CN=C2Nc2ccccc2F)cc1 in BB579 growth dn is entered as -44
c1ccc(-c2cc(CSc3nc4ccccc4[nH]3)on2)cc1 in PTEN del growth is entered as 85

New compounds follow
Value order: GALR2 antag, BB579 growth dn, bCat KO growth, MRP-1 activ, Phagocyt inh, NPY Y2 blocker, Yeast lifespan up, Measles CPE, E-sel TNF inh, PTEN del growth
> CCOc1ccc(OCc2ccc(C(=O)N3N=C(C(F)F)CC3(O)C(F)F)o2)cc1 (stereo not given)
  -7, 11, 94, -1.2, -3, 0, -11, 7, -11, 93
> Cc1ccc(C(=O)CSc2ccc(-c3ccccc3)nn2)cc1
  -2, -19, 97, 0.3, -8, 7, -6, 24, -20, 100
> COc1cc2nc(C3CCC3)n(NC(=O)C(OC(C)=O)c3ccccc3)c(=O)c2cc1OC (stereo not given)
  8, -2, 96, 0.0, -1, -1, -5, 7, -74, 99
> Cc1cc(C)cc(Oc2nc(-c3ccccc3)cc(C)c2S(C)(=O)=O)c1
  4, 11, 48, -2.2, 0, 11, -7, 17, -6, 58
> Cn1nnc(C(O)CNCc2cccs2)n1 (stereo not given)
  2, -33, 88, -2.0, 0, 2, -8, 6, 33, 91
> Cc1ccc(C(=O)O/N=C2\CCCc3ccccc32)cc1
  6, -16, 93, -1.5, x, 10, -10, 7, 33, 89
> NC(=O)[C@@H]1CCNc2c(I)cc([N+](=O)[O-])cc2C(=O)N[C@@H](CCC(=O)O)C(=O)N[C@@H](CO)C(=O)N1
  -11, -18, 102, -0.6, x, 2, -1, 8, 4, 93
> O=C(NNC(=O)c1sc2cccc(Cl)c2c1Cl)Nc1ccccc1
  3, -31, 99, 1.0, 1, 6, -13, 5, -5, 91
> Cc1cc(NS(=O)(=O)N(C)C)ccc1C(C)C
  -13, -13, 93, -2.8, x, 1, -1, 4, 5, 96
> COC(=O)C(C(=O)OC)c1ccccc1[N+](=O)[O-]
  0, -53, 97, -0.2, 2, 2, -5, 5, -12, 97
> COc1cccc(C(=O)NC(=S)Nc2ccc(Cl)c(C(=O)O)c2)c1
  -2, -25, 105, -1.0, 1, 3, -15, 9, -11, 98
> CCC(=O)Nc1ccc(-c2cc(-c3ccccc3)nc(-c3ccc(NC(=O)CC)cc3)n2)cc1
  -6, -33, 65, -4.1, 1, -2, -8, 4, x, 41
> CC1(C)CC(=O)c2cnc(NC(=O)c3ccco3)nc2C1
  -5, -27, 99, -3.2, -2, 1, -21, 9, 1, 88
> COc1ccccc1-c1nn2c(=O)cc(C)nc2s1
  -10, 5, 88, -0.1, 0, 4, -15, 17, -24, 95
> CCOC(=O)CNC(=O)Nc1nnc(-c2ccc(OCC)cc2)o1
  18, -7, 91, -3.0, 1, 14, -2, 17, x, 83
> CCC1(C)Cc2ccccc2/C(=C/C(=O)N2CCCCC2)N1 (stereo not given)
  1, -35, 92, -1.7, -1, -1, 0, 2, -30, 85
> CCCCC(=O)Nc1cccc(-c2nc3ncccc3o2)c1
  13, 22, 89, -1.8, x, 2, -25, 5, x, 82
> Clc1ccc(Br)cc1-c1nc(-c2ccncc2)no1
  -6, -37, 77, -1.8, 0, 5, -11, 12, -3, 86
> C/C(=N\Nc1nc(C)cc(-c2ccccc2)n1)c1ccc(C)o1
  2, -31, 91, -2.7, -5, 2, -36, 28, -6, 112
> CC1(C)Cc2c(sc3c2C(=O)N(c2ccccc2)C2=NCCN23)CS1
  -4, -48, 103, -3.0, x, -3, -15, 17, -10, 97
> Cn1nc(C(=O)NC2=NCCS2)ccc1=O
  -10, -32, 98, 0.7, -2, 3, -11, 19, 13, 100
> COc1ccc(CC(=O)Nc2ccc3c(c2)CCC3)cc1S(=O)(=O)N1CCOCC1
  8, -26, 99, -1.1, -2, 6, 61*, 2, 0, 94
> O=C(OCc1cccc2ccccc12)c1ccc2c(=O)[nH]c(CN3CCOCC3)nc2c1
  -8, -52, 74, -0.1, 4, 0, -15, 19, -20, 69
> COc1cccc(C2CC(c3cccs3)=NN2C(=O)CSC2=NN3CCCC(=O)N=C3S2)c1OC (stereo not given)
  1, -27, 88, -3.0, 0, 2, -4, 18, 21, 83
> Nc1nonc1C(=O)OCC(=O)N1CCCCC1
  -7, -11, 99, 0.1, 0, 0, -8, 31, 5, 89
> Cc1cc(C)n(-c2nncn2NC(=O)c2ccc(Cl)cc2O)n1
  -21, -7, 95, -0.6, -1, 2, -12, 20, x, 92

Arranged by number of heavy atoms (ascending): 3 of the compounds above.
Value order: GALR2 antag, BB579 growth dn, bCat KO growth, MRP-1 activ, Phagocyt inh, NPY Y2 blocker, Yeast lifespan up, Measles CPE, E-sel TNF inh, PTEN del growth
> CCC1(C)Cc2ccccc2/C(=C/C(=O)N2CCCCC2)N1 (stereo not given)
  1, -35, 92, -1.7, -1, -1, 0, 2, -30, 85
> C/C(=N\Nc1nc(C)cc(-c2ccccc2)n1)c1ccc(C)o1
  2, -31, 91, -2.7, -5, 2, -36, 28, -6, 112
> O=C(OCc1cccc2ccccc12)c1ccc2c(=O)[nH]c(CN3CCOCC3)nc2c1
  -8, -52, 74, -0.1, 4, 0, -15, 19, -20, 69
